High-throughput results from PubChem.
Arr AP2 block: human beta-arrestin and AP2 interaction inhibition | AID 504490 | hit rate 0.31% among 340,000 | FITC-arrestin peptide / GST-AP2 beads, flow cytometry; AP2 beta2 appendage carries R879A mutation | inhibition, % at 10 µM;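 active means inhibition above a set limit, near 3 SD of compounds lacking own fluorescence, cut at about 54% in these data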;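 further: plate controls were DMSO wells for no effect and 5 µM unlabelled arrestin peptide for full effect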
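system = GST-tagged AP2 beta2-adaptin appendage (R879A) on 4 µm glutathione beads | reagent = FITC-labelled arrestin peptide probe, 50 nM final | schedule = compound with beads 12 min RT, then probe 1 h RT | signal = HyperCyt-sampled flow cytometry, FL1 channel, ex 488/em 535 nm | read-out = percent response from loss of bead-bound FITC fluorescence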
HTR5A inv ag: HTR5A inverse agonism, opioid heterodimer counter-screen | P47898 | HTR5A cell line, luminescence | inhibition, % at 9.3 µM | hit rate 0.083% among 340,000; in the data active means inhibition mostly above about 23%, no sharp cut-off; inactive means mostly below about 18%;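 further: 0% = cells with DMSO and 100% = no-cell wells with DMSO; some compounds called inactive have numbers as strong as hits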
Target sequence (P47898 whole entry, looked up): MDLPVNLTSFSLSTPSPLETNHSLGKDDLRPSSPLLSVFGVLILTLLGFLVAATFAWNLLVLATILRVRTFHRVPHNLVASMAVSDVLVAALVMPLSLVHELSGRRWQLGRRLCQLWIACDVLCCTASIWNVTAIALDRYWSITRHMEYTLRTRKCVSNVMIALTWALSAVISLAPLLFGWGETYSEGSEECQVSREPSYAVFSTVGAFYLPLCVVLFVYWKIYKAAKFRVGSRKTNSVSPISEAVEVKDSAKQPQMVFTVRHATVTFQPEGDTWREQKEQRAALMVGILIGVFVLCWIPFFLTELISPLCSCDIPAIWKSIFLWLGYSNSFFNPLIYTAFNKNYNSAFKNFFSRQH
DAGLB inhibitor: blocks human DAGLB lipase activity; inhibition, % at 5.17 µM; hit rate 0.059% among 340,000; Q8NCG7; HEK293T DAGLB membrane lysate, EnzChek fluorogenic substrate; in the data active means inhibition above about 34%;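 further: 0% = enzyme with vehicle and 100% = wells lacking enzyme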
MOR-DOR ag: OPRM1-OPRD1 heterodimerization agonism. P35372+P41143. cells, luminescence. activation, % at 9.3 µM. hit rate 0.3% among 340,000; in the data active means activation above about 18%;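 further: 0% = vehicle-treated cells and 100% = reference agonist; values of inactives mirror those of a sister screen read the other way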
DSG3 Ab inh: human desmoglein-3 autoantibody binding inhibition | P32926 | DSG3-coupled beads, scFv-anti-DSG3-GFP binding, flow cytometry; stronger effect = lower value | binding (percent of control), % at 10 µM | hit rate 0.48% among 310,000;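 active means binding more than 3 SD below its plate's average and above zero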;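 further: hits lower antibody fragment binding to DSG3; some compounds called inactive have numbers as strong as hits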
PKA-R1A activ: activates the PKA-R1A holoenzyme complex; AID 504707; PKA-R1A dissociation, Cy5-IP20 fluorescence polarization; scaled: DMSO 0%, 113 µM cGMP 100%; activation, % at 11.4 µM; P00514+P68181; hit rate 0.083% among 340,000;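 active means percent activation above the mean of all tested compounds plus 3 SD, cut at about 19% in these data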;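 further: higher means more PKAc released from R1A so a rise in polarization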
V-ATPase pH: regulators of yeast V-ATPase proton transport; S. cerevisiae, pHLuorin cytosolic pH fluorescence; response, % at 10 µM; hit rate 0.37% among 350,000; in the data active means response mostly above about 7.3%, no sharp cut-off; inactive means mostly below about 5.4%; further: actives read high; inactives centre near 0; some compounds called inactive have numbers as strong as hits; reference of the scale not given here
OPRM1-OPRD1 inv: inverse agonist of human OPRM1-OPRD1 heterodimerization; AID 504357; hit rate 0.21% among 340,000; P35372+P41143; cell-based MOR-DOR heterodimer luminescence, inverse agonism; inhibition, % at 9.3 µM; in the data active means inhibition above about 22%, passing the limit was not always enough;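 further: 0% = cells with DMSO and 100% = wells without cells with DMSO; values of inactives mirror those of a sister screen read the other way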
HTR5A ag ctr: counter-screen for OPRM1-OPRD1 agonists: human HTR5A agonism; HTR5A agonist assay, luminescence, cell-based; activation, % at 9.3 µM; hit rate 0.61% among 340,000; P47898; in the data active means activation mostly above about 9.5%, no sharp cut-off; inactive means mostly below about 7.6%;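 further: 0% = cells with vehicle only and 100% = reference agonist; strong numbers were not always called active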
PKA-R2B act: activates the human PKA-R2B holoenzyme complex; AID 504700; PKA-R2B holoenzyme dissociation, Cy5-IP20 fluorescence polarization; R2B truncated from residue 108, S112A mutant; 0% DMSO only, 100% 113 µM cGMP; activation, % at 11.4 µM; P22694+P31323; hit rate 0.079% among 340,000;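 active means activation above a cutoff set at the mean over all compounds plus 3 SD, cut at about 18% in these data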;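 further: higher means more holoenzyme dissociation and a rise in polarization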
Target sequence (P31323 whole entry, looked up, other chains not shown, the tested form may be a part): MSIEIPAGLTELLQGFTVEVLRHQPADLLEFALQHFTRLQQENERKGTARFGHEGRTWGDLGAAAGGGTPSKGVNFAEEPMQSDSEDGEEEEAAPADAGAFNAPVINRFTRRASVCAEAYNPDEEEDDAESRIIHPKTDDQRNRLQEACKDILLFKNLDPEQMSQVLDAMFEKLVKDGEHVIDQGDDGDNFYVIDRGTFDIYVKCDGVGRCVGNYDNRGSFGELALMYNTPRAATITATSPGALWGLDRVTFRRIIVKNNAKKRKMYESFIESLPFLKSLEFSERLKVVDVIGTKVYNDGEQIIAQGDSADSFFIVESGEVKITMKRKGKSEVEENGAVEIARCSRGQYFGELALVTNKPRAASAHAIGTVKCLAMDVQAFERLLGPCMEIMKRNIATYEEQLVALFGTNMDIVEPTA
Starred values were filed as active, the others as inactive; . = no result given.

Sequence of screens: Arr AP2 block | HTR5A inv ag | DAGLB inhibitor | MOR-DOR ag | DSG3 Ab inh | PKA-R1A activ | V-ATPase pH | OPRM1-OPRD1 inv | HTR5A ag ctr | PKA-R2B act
N#Cc1ccc(COc2cccc3cccnc23)cc1
→ 9 | -10 | -4 | 1.7 | 129 | -3 | 2 | -11 | 14* | 6
CCCCN1C[C@H](c2ccc(OC)cc2)[C@@H](CC(=O)Nc2ccc(Br)cc2)C1=O
→ . | . | -7 | . | 100 | -3 | 0 | . | . | -6
CCCn1ccc(O)c(Cc2ccc(Cl)cc2)c1=O
→ -3 | -6 | -2 | -1.0 | 97 | 0 | 1 | 5 | 7 | 4
COc1ccc(C(=O)NCC(C)(c2ccccc2)c2ccccc2)cc1S(=O)(=O)N1CCOCC1
→ -12 | -9 | -5 | -1.2 | 105 | -2 | 4 | 4 | -1 | 0
CC(=O)Nc1cccc(NC(=O)c2ccccc2OCc2c(C)noc2C)c1
→ 45 | -9 | 6 | -0.4 | 101 | 1 | 0 | 3 | 3 | 3
COc1cccc(N(CC(=O)N2CCN(Cc3ccccc3)CC2)S(C)(=O)=O)c1
→ . | . | 1 | . | 96 | 7 | . | . | . | -1
CCCCN1CC(COCc2ccccc2)Oc2cc(Br)ccc2S1(=O)=O (configuration not stated)
→ 9 | 10 | -15 | 0.4 | 101 | -5 | -1 | -2 | -3 | -5
COc1ccc2[nH]c3c(c2c1)CCN1C(=O)N([C@@H](C)C(=O)NCc2c(F)cccc2Cl)C(=O)[C@]31C
→ 10 | -22 | 0 | 0.7 | 104 | -13 | -1 | -4 | -1 | -4
C=CCn1c(N2CCN(c3ccc(OC)cc3)CC2)nc2c1c(=O)[nH]c(=O)n2C
→ -8 | -4 | 2 | -2.1 | -12* | -8 | 0 | 11 | -1 | -5
Cc1cc(C(=O)N2CCCC(C(=O)c3cccc(C(F)(F)F)c3)C2)nc(C)n1 (configuration not stated)
→ -1 | -11 | 4 | -2.4 | 105 | 6 | 0 | 14 | 4 | 0
CCOC(=O)c1c(C)oc2cc(Br)c(O)c(Br)c12
→ -3 | 9 | -1 | -3.5 | 107 | -10 | -3 | 18 | -3 | -6
CCOc1ccc(NC(=S)NC23CC4CC(CC(C4)C2)C3)cc1
→ -17 | -14 | -1 | 0.4 | 100 | 2 | -2 | -2 | -1 | -5
CCOc1cc(/C=N/Nc2nc(-c3cccs3)c(NC(C)=O)s2)ccc1O
→ 23 | 3 | 2 | 0.0 | 91 | -3 | 3 | 0 | -1 | 1
COc1ccccc1/C=N\NC(=O)c1c(C)nc2ccc(Cl)cn12
→ 2 | -17 | 0 | -1.4 | 114 | -5 | 0 | 8 | -3 | 6
CC1(c2cccc(Br)c2)NC(=O)N(CC(=O)NC2CCCCC2)C1=O (configuration not stated)
→ 21 | 23 | -2 | -0.3 | 104 | -4 | 3 | 1 | -9 | -7
Nc1nc(SCC(=O)N2CCCc3ccccc32)n[nH]1
→ 3 | 1 | -1 | -2.9 | 99 | -8 | 0 | 11 | 0 | 4
COc1cc(/C=N/NC(=O)CC#N)ccc1Oc1nc(Cl)ncc1F
→ 6 | -4 | 0 | -2.4 | 100 | -10 | -8 | 12 | 1 | 1
COn1c(-c2ccccc2)nc2c1CCc1nonc1-2
→ 12 | 12 | -2 | -1.9 | 104 | 7 | 1 | 11 | -4 | 6
Cc1cccc(OCc2nnc(SCC(=O)c3c(N)n(C4CC4)c(=O)[nH]c3=O)o2)c1
→ 15 | -3 | 0 | -0.5 | 107 | 5 | 2 | 3 | 1 | 2
Cc1ccc(S(=O)(=O)N(C)C)cc1NC(=O)COc1ccccc1C(=O)Nc1ccccc1
→ -5 | -10 | -3 | 0.2 | 95 | -8 | -2 | -1 | -1 | -9
CSc1nc2ccc3nc(NC(=O)c4cccs4)sc3c2s1
→ 3 | -5 | -4 | 0.8 | 77 | -12 | 8 | -5 | 1 | -3
Cc1nn(-c2cc(N3CCCC3)ccc2[N+](=O)[O-])c(=O)c2ccccc12
→ 10 | -2 | 2 | -0.6 | . | -5 | 0 | 3 | -5 | 7
COC(=O)c1ccc(NC(=O)Nc2ccc(F)c(Cl)c2)cc1
→ 20 | -5 | -3 | 1.3 | 101 | -2 | -1 | -8 | -4 | -17
O=C1c2cccc(NCCCNCCO)c2C(=O)c2cccc(NCCCNCCO)c21
→ 17 | -1 | 6 | 0.0 | 79 | -6 | -20 | 0 | 0 | -15
CCn1c(SCC(=O)N2CCN(C(=O)c3ccco3)CC2)nnc1C(C)C
→ -17 | -12 | -2 | -2.5 | 101 | 8 | -1 | 12 | 1 | -12
CCOC(=O)Cc1csc(NC(=O)c2c(-c3c(F)cccc3Cl)noc2C)n1
→ 6 | -2 | -3 | -0.7 | 103 | 3 | -6 | 4 | -5 | -10
COc1cccc(CN2CCN(C(=O)c3cc(-c4ccccn4)nc4ccc(Cl)cc34)CC2)c1
→ 14 | -36 | 2 | -0.3 | 111 | 5 | 1 | 1 | 2 | -1
O=C(CCS(=O)(=O)c1ccc(F)cc1)Nc1ccc(N2CCN(Cc3ccccc3)CC2)cc1
→ 6 | -8 | 1 | -1.8 | 89 | 12 | 1 | 8 | 3 | -3
COc1ccc([C@H]2C[C@H](n3cc(COC(=O)c4ccccc4)nn3)[C@@H](O)CN2C(=O)C2CCCCC2)cc1
→ . | . | 0 | . | 99 | 2 | -2 | . | . | -4
CC1CN(C(=O)Cn2cc(SCC(=O)N3CCOCC3)c3ccccc32)CC(C)O1 (configuration not stated)
→ 4 | 12 | -2 | -4.5 | 105 | 5 | 1 | 15 | 0 | -8

smiles	Arr AP2 block	HTR5A inv ag	DAGLB inhibitor	MOR-DOR ag	DSG3 Ab inh	PKA-R1A activ	V-ATPase pH	OPRM1-OPRD1 inv	HTR5A ag ctr	PKA-R2B act
CN(C(=O)c1cccc([N+](=O)[O-])c1)c1ccccc1C(=O)NCc1ccccc1	-22	6	0	-1.2	105	9	-3	7	-2	-10
COc1ccc(CCNc2cc(N3CCN(C(=O)c4ccccc4OC)CC3)ccc2[N+](=O)[O-])cc1OC	-5	-19	1	2.7	93	2	-1	-14	-1	9
C[C@@H](NC(=O)c1nc[nH]c1C(=O)NCC(=O)OCc1ccccc1)c1ccccc1	-4	-64	2	0.6	110	-1	0	-4	24*	-10
CCCCCc1cc(=O)oc2c(C(CCN3CCN(c4ccccc4)CC3)c3ccc4c(c3)OCO4)c(OC)cc(OC)c12 (configuration not stated)	20	3	-6	-4.2	102	0	-1	23	-7	0
CC(NS(=O)(=O)c1ccc(Br)cc1)C(c1cccs1)N1CCN(C)CC1 (configuration not stated)	5	-9	-1	-1.1	100	-6	4	6	-1	11
CN(Cc1nc(-c2cnccn2)no1)CC1(c2ccccc2)CC1(C)C (configuration not stated)	-19	3	0	0.9	.	0	4	-4	-1	-5
COC(=O)c1sc(-c2ccc(Cl)cc2)cc1NC(=O)CSCC(=O)O	-1	-24	3	0.1	101	-2	-4	0	7	-1
CS(=O)(=O)N1CCCC(C(=O)Nc2ccc(F)cc2F)C1 (configuration not stated)	11	11	3	-2.1	103	4	0	11	-4	-3
Cc1nnc(N2C(=O)C(O)=C(C(=O)c3ccco3)C2c2cccc3ccccc23)s1 (configuration not stated)	9	-17	4	-3.0	102	-4	2	15	-7	-9
O=c1[nH]c2ccc(S(=O)(=O)N3CCN(c4ccccc4)CC3)cc2[nH]c1=O	10	-12	0	-1.0	102	-9	0	6	2	-1
Cc1ccc(S(=O)(=O)/N=C(/Nc2cccc(C(=O)O)c2)c2ccccc2)cc1	15	-12	2	-3.9	99	3	2	21	0	-2
COc1ccc(-n2nc(C(=O)NCc3ccco3)c3c4ccccc4n(C)c3c2=O)cc1Cl	2	14	0	-1.5	101	0	5	9	-3	3
CCOCCn1c(CN2CCCC(C)C2)nc2c1c(=O)n(C)c(=O)n2C (configuration not stated)	12	21	2	-0.4	77	-2	5	2	-2	-1
O=C(Nc1cccc2ccccc12)N1CCN(c2ccc(F)cc2)CC1	20	9	-2	-0.6	107	-12	0	4	0	6

An excerpt from above in order of their number in DSG3 Ab inh, lowest first.
SMILES	Arr AP2 block	DAGLB inhibitor	MOR-DOR ag	DSG3 Ab inh	PKA-R1A activ	V-ATPase pH	OPRM1-OPRD1 inv	PKA-R2B act
Cc1ccc(S(=O)(=O)/N=C(/Nc2cccc(C(=O)O)c2)c2ccccc2)cc1	15	2	-3.9	99	3	2	21	-2
COC(=O)c1sc(-c2ccc(Cl)cc2)cc1NC(=O)CSCC(=O)O	-1	3	0.1	101	-2	-4	0	-1
CCCCCc1cc(=O)oc2c(C(CCN3CCN(c4ccccc4)CC3)c3ccc4c(c3)OCO4)c(OC)cc(OC)c12 (configuration not stated)	20	-6	-4.2	102	0	-1	23	0
CS(=O)(=O)N1CCCC(C(=O)Nc2ccc(F)cc2F)C1 (configuration not stated)	11	3	-2.1	103	4	0	11	-3
CN(C(=O)c1cccc([N+](=O)[O-])c1)c1ccccc1C(=O)NCc1ccccc1	-22	0	-1.2	105	9	-3	7	-10

Entries listed so far marked active in DSG3 Ab inh.
SMILES,Arr AP2 block,DAGLB inhibitor,MOR-DOR ag,DSG3 Ab inh,PKA-R1A activ,V-ATPase pH,OPRM1-OPRD1 inv,PKA-R2B act
C=CCn1c(N2CCN(c3ccc(OC)cc3)CC2)nc2c1c(=O)[nH]c(=O)n2C,-8,2,-2.1,-12*,-8,0,11,-5

Already shown: 2 of the compounds above.
smiles	Arr AP2 block	HTR5A inv ag	DAGLB inhibitor	MOR-DOR ag	DSG3 Ab inh	PKA-R1A activ	V-ATPase pH	OPRM1-OPRD1 inv	HTR5A ag ctr	PKA-R2B act
CN(C(=O)c1cccc([N+](=O)[O-])c1)c1ccccc1C(=O)NCc1ccccc1	-22	6	0	-1.2	105	9	-3	7	-2	-10
COc1ccc(CCNc2cc(N3CCN(C(=O)c4ccccc4OC)CC3)ccc2[N+](=O)[O-])cc1OC	-5	-19	1	2.7	93	2	-1	-14	-1	9
